Source: PubChem BioAssay
HUVEC inhibit – inhibitors of human endothelial cell proliferation; viability, % at 10 µM (by protocol); 86,000 compounds, 1.1% hits; HUVEC proliferation, CellTiter-Glo luminescence, 72 h; stronger effect = lower value;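 active means viability at or below 30%; inactive means viability above 30%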;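 further: 100% = median luminescence of DMSO-only cell control wells on each plate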
ERa SRC1 pot – ER-alpha (human) coactivator binding potentiation; P03372; TR-FRET ERalpha-LBD/SRC-Cy5 coactivator binding, 2 h; 100 = basal binding, no effect; coactivator binding (% of control), % at 25.6 µM; 86,000 compounds, 1.3% hits; AID 639; in the data active means activity above about 200%;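 further: binding measured in presence of low estradiol as agonist stimulus; 0% = peptide alone without receptor and 100% = receptor with peptide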
Target sequence (P03372 whole entry, looked up, the tested form may be a part): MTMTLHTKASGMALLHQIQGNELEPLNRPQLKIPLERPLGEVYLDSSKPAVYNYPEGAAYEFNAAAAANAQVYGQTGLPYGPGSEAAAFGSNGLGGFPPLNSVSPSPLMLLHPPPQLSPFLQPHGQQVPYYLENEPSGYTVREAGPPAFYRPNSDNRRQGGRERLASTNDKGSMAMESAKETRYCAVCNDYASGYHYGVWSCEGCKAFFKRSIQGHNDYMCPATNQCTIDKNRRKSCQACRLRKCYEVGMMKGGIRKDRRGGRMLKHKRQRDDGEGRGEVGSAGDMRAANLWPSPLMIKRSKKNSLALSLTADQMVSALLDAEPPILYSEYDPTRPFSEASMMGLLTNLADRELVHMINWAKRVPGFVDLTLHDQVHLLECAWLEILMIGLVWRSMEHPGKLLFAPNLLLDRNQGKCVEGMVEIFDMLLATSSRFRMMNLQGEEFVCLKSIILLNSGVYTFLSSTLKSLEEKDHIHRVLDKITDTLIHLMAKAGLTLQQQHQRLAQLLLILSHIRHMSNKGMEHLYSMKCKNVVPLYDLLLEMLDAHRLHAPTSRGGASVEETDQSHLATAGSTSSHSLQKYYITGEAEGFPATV
sEH activator – activators of human soluble epoxide hydrolase; activation, % at 2 µM; 91,000 compounds, 0.04% hits; P34913; purified human sEH enzymatic activity, activator screen; in the data active means activation above about 37%; further: values of inactives mirror those of a sister screen read the other way
ERb SRC1 inh – blocks coactivator binding to human estrogen receptor beta | AID 633 | TR-FRET ER-beta LBD / SRC1-Cy5 peptide binding; receptor agonist-loaded with 1 µM estradiol | Q92731 | 86,000 compounds, 1.3% hits | inhibition, % at 25.6 µM;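 active means compounds whose percent inhibition of the receptor-coactivator binding signal exceeds about 50% in the single-dose screen, limit read from the data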;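 further: 0% = receptor plus peptide wells without compound and 100% = peptide-only wells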
Target sequence (Q92731 whole entry, looked up, the tested form may be a part): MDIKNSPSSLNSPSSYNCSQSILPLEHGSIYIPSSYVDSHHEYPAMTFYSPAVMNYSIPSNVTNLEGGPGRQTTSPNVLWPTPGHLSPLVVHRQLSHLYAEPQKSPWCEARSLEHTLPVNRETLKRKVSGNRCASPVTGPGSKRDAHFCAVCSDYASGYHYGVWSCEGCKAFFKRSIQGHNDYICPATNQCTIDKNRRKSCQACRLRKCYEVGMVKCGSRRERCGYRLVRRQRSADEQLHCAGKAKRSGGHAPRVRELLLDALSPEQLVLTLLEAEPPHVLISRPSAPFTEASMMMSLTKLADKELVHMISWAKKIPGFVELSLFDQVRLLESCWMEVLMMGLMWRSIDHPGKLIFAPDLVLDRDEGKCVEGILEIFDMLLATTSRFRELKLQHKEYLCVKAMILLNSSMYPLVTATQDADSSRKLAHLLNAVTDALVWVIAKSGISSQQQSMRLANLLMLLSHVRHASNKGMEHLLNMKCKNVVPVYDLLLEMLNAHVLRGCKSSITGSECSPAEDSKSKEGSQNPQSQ
Fibroblast inh – blocks proliferation of human lung fibroblasts; AID 719; 85,000 compounds, 1.1% hits; viability, % at 10 µM; LL 47 human lung fibroblast viability, ATP luminescence; stronger effect = lower value;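 active means viability at or below 50% in the single dose screen; inactive means viability above 50%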;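 further: compound exposure lasted 72 h before the ATP readout; 100% = median luminescence of untreated cell-only wells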
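test system = LL 47 human lung fibroblasts | amount = 1,150 fibroblasts seeded per well | medium = 15% FBS in IMEM | times = overnight cell rest, 72 h compound treatment at 37 °C | measured by = CellTiter-Glo luminescence measuring cellular ATP | read-out = viability percentage against median untreated-cell control | benchmarks = cell-only wells, no compound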
Candida biofilm – kills Candida albicans biofilms; C. albicans biofilm + clotrimazole, Alamar Blue; inhibition, % at 6 µM; 85,000 compounds, 0.14% hits;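 active means inhibition above 20%; inactive means inhibition below 20%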;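 further: preformed 24 hr biofilms exposed to compound for 48 hr; 0% = biofilm without compound and 100% = blank killed by clotrimazole plus chlorhexidine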
H69AR inhibit – blocks growth of human H69AR lung tumor cells. H69AR lung tumor viability, ATP luminescence, 72 h; stronger effect = lower value. viability, % at 10 µM. 85,000 compounds, 6% hits. AID 598;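 active means viability at or below 40%; inactive means viability above 40%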;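 further: multidrug resistant small cell line overexpressing MRP-1 efflux transporter; 100% = mean luminescence of untreated control wells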
ERa SRC1 inh – ER-alpha (human) coactivator binding inhibition | P03372 | TR-FRET ER-alpha LBD / SRC-1 peptide, estradiol-bound | inhibition, % at 25.6 µM | 86,000 compounds, 1.7% hits; in the data active means inhibition above about 50%;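 further: 0% = receptor plus peptide control and 100% = peptide only without receptor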
Smad3 FoxH1 inh – Smad3 (human) transcription factor binding inhibition; P84022; TR-FRET Smad3/Dy647-FoxH1 peptide binding, europium anti-His; inhibition, % at 25 µM; 88,000 compounds, 0.29% hits; AID 630;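 active means compounds that reduce the energy-transfer binding signal between the protein and its labelled peptide by more than half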;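 further: 0% = Smad3 plus labelled peptide maximal FRET and 100% = peptide-only background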
An asterisk follows results filed as active; x = not tested or not shown; [ ] = another dose, or the depositor's remark.

SMILES	HUVEC inhibit	ERa SRC1 pot	sEH activator	ERb SRC1 inh	Fibroblast inh	Candida biofilm	H69AR inhibit	ERa SRC1 inh	Smad3 FoxH1 inh
O=C(c1cccc(Cl)c1Cl)N1CCN(c2ccccn2)CC1	104	127	-10	-1[fluorescence artefact?]	94	8	84	-4	-2
COCCn1nnnc1CN1CCC(NC(=O)c2ccc(Br)cc2)CC1	78	106	15	-4	103	10	89	-5	-13
CC(=O)C1=C(O)C(=O)N(CC(=O)O)C1c1ccccc1Cl (stereo not drawn)	99	94	-4	-4[fluorescence artefact?]	94	12	93	7	0
Cn1c(=O)c2c(nc(CN3CCOCC3)n2CCc2ccccc2)n(C)c1=O	88	125	x	-2	96	5	93	-11	7
COc1ccc(CNc2ccc(-c3ccccc3OC)nn2)cc1	109	97	7	-8	103	2	84	-4	-16
CCOC(=O)C1(C)NC(c2ccc(OC)c(OC)c2)C2C(=O)N(CC)C(=O)C21 (stereo not drawn)	89	87	-5	9	112	1	97	-3	-25
CCCCn1c(SCc2cc(=O)n3ccsc3n2)nc2cc(C(=O)OC)ccc2c1=O	67	114	x	17	86	4	69	26	-2
CCN1CCN(C(c2cccs2)C(C)NC(=O)c2cccnc2)CC1 (stereo not drawn)	101	121	3	-2	101	12	91	-9	-4
CC1=C(C(=O)Nc2ccccc2)C(c2ccco2)n2ncnc2N1 (stereo not drawn)	93	110	0	17	98	3	79	1	3
COC(=O)CSc1nc(-c2ccccc2)c2c(c1C#N)CCCC2	90	88	1	-1[fluorescence artefact?]	99	1	60	4[fluorescence artefact?]	3
CCOc1cc(-c2nn3cnnc3s2)cc(OCC)c1OCC	96	110	6	-9	94	-2	58	-9	2
CCOC(=O)c1c(NC(=O)CSc2nnc(-c3ccco3)o2)sc(C(C)=O)c1C	82	156[fluorescence artefact?]	-18	-3	90	7	82	10	5
CCc1cc2c(=O)c(-c3nc4ccccc4[nH]3)coc2c(CN2CCC(C)CC2)c1O	108	109	-5	-6	94	6	82	3	4
Cc1ccc(-c2cc(-c3ccccc3Cl)c(C#N)c(N)n2)o1	100	49[fluorescence artefact?]	-12	20[fluorescence artefact?]	83	7	73	19[fluorescence artefact?]	17
O=C1C(=C2CCCCC2)SC(=S)N1Cc1ccco1	82	73	14	7	94	x	11*	14	6
Cc1ccc(-c2nc(CS(=O)CC(=O)NCCCN3CC(C)CC(C)C3)c(C)o2)cc1 (stereo not drawn)	95	89[fluorescence artefact?]	x	12[fluorescence artefact?]	93	5	101	-4[fluorescence artefact?]	10
CCN(CC)CCOc1cc2c(nn1)Oc1ccccc1N2C	103	102	15	-1[fluorescence artefact?]	102	0	94	-12	-6
O=C(NCc1nc2ccccc2[nH]1)c1cc2ccccc2oc1=O	92	101[fluorescence artefact?]	-7	0	92	4	103	2	3
C=CCn1c(SCCOc2ccc(OC)cc2)nnc1C(C)NC(=O)Cc1ccc(OC)cc1 (stereo not drawn)	95	84	-3	-5	98	5	79	-1	0
Cc1ccc(CN2C3=NC(=O)CN3c3ccccc32)cc1	95	126	6	-8	99	5	89	-7	5
Cc1cc(C)cc(N(CC(=O)O)S(=O)(=O)c2c(C)noc2C)c1	89	105	10	-2	102	5	95	-9	9
O=C(Nc1ccc2c(c1)OCO2)C(c1ccccc1)N1CCC2(CC1)OCCO2 (stereo not drawn)	99	96[fluorescence artefact?]	5	3	97	-5	94	-1	1
Cc1cccc(N2CC(c3nc4ccccc4n3C)CC2=O)c1C (stereo not drawn)	96	111	x	-6	99	5	88	-11	-11
Cc1cccc(N(C(=O)c2ccc(CN3CCOCC3)o2)C(C(=O)NC(C)(C)C)c2ccc(F)cc2)c1 (stereo not drawn)	109	100	14	-14	101	0	117	-16	0
CCOC(=O)CSc1nc2c(c(=O)n(Cc3ccccc3Cl)c(=O)n2C)n1C	97	64	4	-91[fluorescence artefact?]	95	-7	99	13	-13
Cn1cccc1C1Nc2ccccc2NC2=C1C(=O)CC(C)(C)C2 (stereo not drawn)	104	127	-8	2	107	-2	94	-1	3
COCC(=O)n1nc(-c2ccccc2)nc1NCc1ccc(F)cc1	89	99	x	33	103	7	97	16	-4
Cc1ccc2nc(C3CCN(C(=O)NCc4ccccc4)CC3)[nH]c2c1	86	108	3	-22[fluorescence artefact?]	99	6	90	-11	9[fluorescence artefact?]
Cc1c(SCCO)c(=O)[nH]c2cc3c(cc12)OCO3	99	67	-11	23	99	-3	104	16	11[fluorescence artefact?]
CCOC(=O)c1cn(CC(=O)Nc2ccc(CC)cc2)nn1	87	101	x	-30	100	-1	87	-26	8[fluorescence artefact?]
COc1cccc(CNC(=O)C(CCSC)NS(=O)(=O)c2ccc3c(c2)oc(=O)n3C)c1 (stereo not drawn)	104	134	0	-3[fluorescence artefact?]	x	8	105	-5[fluorescence artefact?]	6
O=C(Nc1sc2c(c1C(=O)O)CCCCC2)c1ccco1	84	40	5	-1[fluorescence artefact?]	94	6	105	-6	9
O=C(NCc1cccc(F)c1)C1CCN(S(=O)(=O)Cc2ccccc2)CC1	106	119	-16	-6	100	4	90	0	-11
CC12CCC(C(=O)N3CCCCC3)(CC1=O)C2(C)C (stereo not drawn)	93	116	-3	-11	87	4	119	-5	-2
COc1ccc(/C=N/N2C(=O)CSC2=S)cc1	104	102	14	1	110	4	110	-7	2
CC1Cc2ccccc2N1C(=O)CSc1nc2c(c(=O)n(C)c(=O)n2C)n1Cc1ccc(F)cc1 (stereo not drawn)	50	98	6	10[fluorescence artefact?]	30*	6	11*	14	-6
O=C1C2C3C=CC(C3)C2C(=O)N1CCC(=O)N1CCc2ccccc21 (stereo not drawn)	95	103	-4	-11	94	5	92	-10	-5
CCOC(=O)Cc1csc(NS(=O)(=O)Cc2ccccc2)n1	95	89	22	-5	99	2	92	-7	1
CC(=O)c1oc2ccccc2c1NC(=O)CCCN1C(=O)c2ccccc2C1=O	95	137[fluorescence artefact?]	x	0[fluorescence artefact?]	106	-3	79	4[fluorescence artefact?]	4
CN1C(=O)CCC1(O)c1ccccc1 (stereo not drawn)	99	106	5	-1	104	13	89	-1	-7
CC(C)c1cc(NC(=O)C(C)(C)C)cc(C(C)C)c1O	101	133	-3	-4	95	4	96	-15	-7
COc1ccc(OC)c(-n2nnnc2SCC(=O)Nc2ccc3c(c2)OCCO3)c1	18*	96	-16	7	82	9	43	35[fluorescence artefact?]	2
CC1Cc2ccccc2N1C(=O)CSc1nnc2c(n1)[nH]c1ccccc12 (stereo not drawn)	79	64[fluorescence artefact?]	3	10	91	5	79	21	-6
CCN(CCNC(=O)Cn1c(=O)sc2ccccc21)c1ccccc1	96	121	-10	-7	109	9	78	-3	10
COc1ccc(NC(=O)c2c(C)oc3c2CCCC3)cc1	108	111	3	-2	98	2	95	0	-11
Cc1cccc(N(CC(=O)NC2CCCC2)C(=O)CS(=O)CC(=O)Nc2ccc3c(c2)OCO3)c1C (stereo not drawn)	82	102	-7	-8	99	4	85	-5	8[fluorescence artefact?]
Cc1cc2c(C)cc(=O)oc2c2c1NCCC2	94	100	6	4	92	3	78	4[fluorescence artefact?]	4
CCN(CC)c1cc(C)c2ccccc2n1	96	106	-7	-3	96	0	76	-12	-4[fluorescence artefact?]
O=C(c1ccco1)N1CCN(S(=O)(=O)Cc2ccc(Cl)cc2)CC1	97	95	-3	-25[fluorescence artefact?]	96	4	86	-14	7
CCOC(=O)c1[nH]c2ccccc2c1NC(=O)CCN1CC(C)OC(C)C1 (stereo not drawn)	89	108[fluorescence artefact?]	2	-6	98	10	85	-4	-3
N#CCCn1nnc2ccccc21	96	106	7	-9	99	4	85	-8	-1
Cc1nonc1NC(=O)c1ccccc1Br	99	89	19	-3	98	4	79	-4	5
COc1cc2cc(CN(Cc3cccnc3)C(=O)NCc3ccccc3)c(=O)[nH]c2cc1OC	87	100	-6	4	97	7	76	8	1
Cn1c(Cl)cnc1C1CC(=O)c2cc(Cl)ccc2O1 (stereo not drawn)	39	121	x	-3	16*	-3	0.2*	0	0
Cc1ccc(C(=O)NC2(C(F)(F)F)N=C3SCCN3C2=O)cc1 (stereo not drawn)	92	97	2	-15	100	6	96	-11	8
CCn1cc(C(=O)Nc2ccc(C(=O)N3CCCC3)cc2)c(=O)c2ccc(C)nc21	90	126	x	-5	95	5	89	-5	12[fluorescence artefact?]
CC(=O)NC1C(=O)N=C(SCc2ccccc2)NC1=O (stereo not drawn)	100	98	0	-9	93	1	72	-9	4
COc1ccccc1-c1nc(C(F)(F)F)c(OC)o1	99	128	-4	-11	95	5	95	-6	4
O=C(Nc1nccs1)c1ccc(NC(=O)c2ccco2)cc1	98	116	3	-2	108	5	88	4	-2
C=CCOc1ccc2c(OC)c3ccoc3nc2c1OC	99	98	-3	2	100	-5	99	-9	-6

Among those listed so far, these have bromine:
SMILES	HUVEC inhibit	ERa SRC1 pot	sEH activator	ERb SRC1 inh	Fibroblast inh	Candida biofilm	H69AR inhibit	ERa SRC1 inh	Smad3 FoxH1 inh
COCCn1nnnc1CN1CCC(NC(=O)c2ccc(Br)cc2)CC1	78	106	15	-4	103	10	89	-5	-13
Cc1nonc1NC(=O)c1ccccc1Br	99	89	19	-3	98	4	79	-4	5

The list continues.
SMILES	HUVEC inhibit	ERa SRC1 pot	sEH activator	ERb SRC1 inh	Fibroblast inh	Candida biofilm	H69AR inhibit	ERa SRC1 inh	Smad3 FoxH1 inh
CC(C)Cn1c(Cc2ccccc2)n[nH]c1=S	107	110	-4	-2	97	8	87	-3	-1
CCOC(=O)C1CCCN(C(=O)Cc2ccc(C)cc2)C1 (stereo not drawn)	107	114[fluorescence artefact?]	-6	21	97	2	99	0	2
Brc1cc(Br)c2ncnc(N3CCCCC3)c2c1	8.9*	123	-15	0[fluorescence artefact?]	16*	5	1.7*	-13	32[fluorescence artefact?]
Cc1cc(OCc2nnc(SCC(=O)OC3CCCCC3)o2)ccc1Cl	96	117	-3	-4	102	1	x	-8	5
O=C(NC1C2CC3CC(C2)CC1C3)C1CC1 (stereo not drawn)	93	107	-5	-6	99	x	97	-3[fluorescence artefact?]	3
COc1ccc(CCNC(=O)C(=O)NCC2CCCO2)cc1OC (stereo not drawn)	100	112	-4	-7	107	9	102	-10	6
CCOc1ccc(NC(=O)C(C)O)c(NS(=O)(=O)c2ccc(CCNC(C)=O)cc2)c1 (stereo not drawn)	105	91	10	-3	104	6	106	-5	-5
Cc1ccc(N2C(=O)C(Cl)=C(Nc3c(C)n(C)n(-c4ccccc4)c3=O)C2=O)cc1	88	103	-6	10[fluorescence artefact?]	88	8	40	-2[fluorescence artefact?]	11
O=C(COC(=O)CC1CC2CCC1C2)NC(=O)NCc1ccco1 (stereo not drawn)	90	88	-8	6	101	4	96	3[fluorescence artefact?]	4
Oc1ccccc1/C=N/c1c(-c2ccco2)nc2ccccn12	86	105[fluorescence artefact?]	-5	7	90	4	60	3[fluorescence artefact?]	10
O=C(c1cnn2c(C(F)(F)F)cc(-c3ccc4c(c3)OCO4)nc12)N1CCCC1	87	95[fluorescence artefact?]	-6	-3	92	-1	71	2	0
Cc1noc(/C=C/N(C)C)c1S(=O)(=O)NC1CCCCC1	99	102	-6	6	102	6	93	11	10
CCN1CCN(CC(=O)Nc2ccccc2)C(=O)C1=O	104	106	9	-4	100	3	86	-1	0
O=C(/C=C/c1ccccc1Cl)c1cccnc1	21*	76	6	-7	76	6	1.2*	0	20
COc1ccc(N2CC(C(=O)NCCC3=CCCCC3)CC2=O)cc1 (stereo not drawn)	97	119	-2	1	95	4	x	-11	6[fluorescence artefact?]

Only part of the results is shown; rates above refer to the full screens.
